TDP43 rescue – qHTS of TDP-43 Inhibitors. TDP-43 expressing yeast growth rescue, BacTiter-Glo, 24 h. Potency, µM (doses to about 46.1 µM), inactives show at the top dose growth rescue (activation), hits mostly activators. 410,000 tested, 1.8% active. AID 652104, 2013; further: % of control where 0% means no effect; nearly all actives have a fitted effect of over 50% in size
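Yeast expressing TDP-43 (pregrown in raffinose, seeded at OD600=0.02 in galactose medium) exposed to compounds 24 hr at 30 deg C. Growth read by BacTiter-Glo luminescence; rescue of toxicity appears as increased signal.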
FUS yeast rescue – qHTS for Suppressors of FUS Proteinopathy: Primary screen using FUS-linked yeast assay; S. cerevisiae FUS-expressing, growth rescue, OD600, 24 h; Potency, µM (series often up to 76.6 µM), for the others: at the top dose growth rescue (activation), usual class: activators; 390,000 tested, 0.24% active; AID 1347120, 2019;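 further: plate controls were DMSO vehicle for no effect and reference control for full effect; nearly all actives have a fitted effect of over 55% in size; some results filed as inactive show a strong effect at the top dose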
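Quantitative HTS measuring growth restoration of FUS-toxic yeast. Galactose-induced cells (OD 0.005) were exposed 24hr at 30C to compounds at several concentrations, then absorbance at 600 nm was recorded.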
EPAC2 agonist – qHTS for Agonist of cAMP-regulated guanine nucleotide exchange factor 4 (EPAC2): primary screen; Rap guanine nucleotide exchange factor 4 (Homo sapiens), Q8WZA2; EPAC2 activation, biochemical qHTS; response scale: 100% = 6.5 mM cAMP response; Potency, µM (doses to about 154 µM), inactives show at the highest dose activation, hits mostly activators; 360,000 tested, 0.079% active; further: nearly all actives have a fitted effect of over 50% in size
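Exchange assay: 100 nM EPAC2 with 250 nM Rap1B-BODIPY-GDP and 50 uM GDP. Fluorescence (ex 480/em 540 nm) read every 5 min for 30 min at room temperature. Data normalized to 6.5 mM cAMP as agonist control.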
aSyn yeast inh – qHTS of alpha-syn Inhibitors; Yeast expressing alpha-synuclein, growth rescue, BacTiter-Glo, 24 h; Potency, µM (highest dose often 46.1 µM), inactives show top-dose growth rescue (activation), hits mostly activators; 370,000 tested, 0.14% active; further: % of control where 0% means no effect; nearly all actives have a fitted effect of over 65% in size
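Screening used galactose-induced yeast with toxic alpha-synuclein levels, exposed to compound for 24 hr at 30 deg C. Cell growth, read with BacTiter-Glo luminescence, gave the measured signal.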
EPAC2 antag – qHTS for Antagonist of cAMP-regulated guanine nucleotide exchange factor 2 (EPAC2): primary screen | Potency, µM (titrated, usually from 114 µM), for the others: top-dose activity, negative = inhibition, actives largely listed as inhibitors | EPAC2 GEF exchange of Rap1B-BODIPY-GDP, fluorescence | AID 720708, 2013 | Rap guanine nucleotide exchange factor 4 (Homo sapiens), Q8WZA2 | 360,000 tested, 0.18% active; further: on the % scale 0 is the no-effect control and ±100 the full control effect; nearly all actives have a fitted effect of over 45% in size; many of its hits are not listed in these tables
EPAC1 antag – qHTS for Antagonist of cAMP-regulated guanine nucleotide exchange factor 3 (EPAC1): primary screen | Rap guanine nucleotide exchange factor 3 (Homo sapiens), O95398 | EPAC1 GEF assay, Rap1b-BODIPY-GDP exchange fluorescence | Potency, µM (doses to about 115 µM), without a hit: at the highest dose activity change, negative = inhibition, usual class: inhibitors | 360,000 tested, 0.14% active | AID 720709, 2013;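 further: plate controls were vehicle for no effect and positive control for full effect; nearly all actives have a fitted effect of over 50% in size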
EPAC1 agonist – qHTS for Agonist of cAMP-regulated guanine nucleotide exchange factor 3 (EPAC1): primary screen; Rap guanine nucleotide exchange factor 3 (Homo sapiens), O95398; EPAC1 agonist qHTS, biochemical assay; response scale: 100% = response to 6.5 mM cAMP; Potency, µM (doses to about 154 µM), for inactives: top-dose activation, actives largely listed as activators; 360,000 tested, 0.073% active; AID 720707, 2013; further: nearly all actives have a fitted effect of over 60% in size
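Multi-concentration qHTS readout: loss of Rap1B-bound BODIPY-GDP fluorescence driven by 100 nM EPAC1 with excess GDP (50 uM), monitored kinetically at room temperature; agonist response expressed relative to 6.5 mM cAMP.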
PTHR1 ag – qHTS for PTHR1 Agonists: Primary Screen. Parathyroid hormone/parathyroid hormone-related peptide receptor (Homo sapiens), Q03431. HEK293 GP2 PTHR1 cells, GloSensor cAMP luminescence, 1 h. Potency, µM (doses to about 115 µM), inactives show at the highest dose activation, hits mostly activators. 410,000 tested, 0.075% active; further: nearly all actives have a fitted effect of over 55% in size; some results filed as inactive show a strong effect at the top dose; inactives centre near -15; many of its hits are not listed in these tables
Target sequence (Q03431 whole entry, looked up): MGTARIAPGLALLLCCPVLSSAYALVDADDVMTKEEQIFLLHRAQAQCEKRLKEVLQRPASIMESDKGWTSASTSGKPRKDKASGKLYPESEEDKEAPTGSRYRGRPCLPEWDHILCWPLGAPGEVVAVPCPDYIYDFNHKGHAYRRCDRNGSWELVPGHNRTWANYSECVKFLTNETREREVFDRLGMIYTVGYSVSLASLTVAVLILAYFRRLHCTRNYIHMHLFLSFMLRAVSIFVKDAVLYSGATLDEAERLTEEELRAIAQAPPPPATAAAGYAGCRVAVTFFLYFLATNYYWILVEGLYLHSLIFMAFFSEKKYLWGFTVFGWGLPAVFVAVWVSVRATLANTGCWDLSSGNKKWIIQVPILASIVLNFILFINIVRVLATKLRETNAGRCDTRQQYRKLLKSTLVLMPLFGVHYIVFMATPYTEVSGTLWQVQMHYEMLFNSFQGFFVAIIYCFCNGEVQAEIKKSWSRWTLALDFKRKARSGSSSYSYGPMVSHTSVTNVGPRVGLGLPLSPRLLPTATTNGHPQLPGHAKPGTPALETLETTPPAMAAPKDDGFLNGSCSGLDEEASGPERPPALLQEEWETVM
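HEK-293-derived GP2 cells expressing PTHR1 and a GloSensor cAMP reporter, 3,000/well, plated overnight, given luciferin plus IBMX (each 0.5 mM as added) for 1 h at 37 °C, then compound for 1 h at 37 °C. Luminescence was read after 15 min at room temperature.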
* hit, by the source's call; i = inactive; ? = inconclusive; . = no result given; & = joins results of further samples; [ ] = another dose, or the depositor's remark. The call rests on the fitted dose curve; in most records, active means well fitted curve in the direction sought with a large enough effect; inconclusive means small, poorly fitted or top-dose-only effect, or another doubt; inactive means no such curve, though single readings can be large; an effect the other way counts as inactive or inconclusive. Potency means the concentration at half of the fitted maximal effect. Only part of the results is shown. The share of hits here may be higher or lower than overall.

SMILES | TDP43 rescue | FUS yeast rescue | EPAC2 agonist | aSyn yeast inh | EPAC2 antag | EPAC1 antag | EPAC1 agonist | PTHR1 ag
Cc1cccc(NC(=O)C2CCCN(S(=O)(=O)c3ccc4[nH]c(=O)ccc4c3)C2)n1 (configuration not stated) | -7% | -2% | 5% | 10% | 3% | -22% | 1% | 0%
Cc1ccc(C(=O)O/N=C(\c2ccccc2)c2cccnc2)cc1 | 18µM* | 9% | 8% | -6% | ? | -8% | 13% | -21%
O=C(O)c1cc(=O)[nH]c2c(Cl)cccc12 | 2% | -30% | 8% | -5% | 16% | -4% | -4% | i
COc1ccc(CNC(=O)CCC(=O)Nc2nnc(C(F)(F)F)s2)cc1 | -5% | 13% | 0% | 4% | 3% | -5% | 9% | i
CCN(Cc1ccccc1)C(=O)c1cc(COc2c(F)cccc2F)on1 | ? | 23% | 11% | 6% | -15% | -16% | 4% | -11%
O=C(Nc1ccccc1F)C(=O)c1cn(CC(=O)N2CCCCC2)c2ccccc12 | -12% | -15% | 20% | 8% | 2% | -4% | 16% | -6%
CC(NCCOCCOc1ccccc1)c1ccccc1 (configuration not stated) | 0% | . | -1% | 6% | 7% | -7% | -6% | -13%
Cc1ccc(Nc2nc(=O)c3cc([N+](=O)[O-])ccc3s2)cc1 | 4% | ? | -5% | 7% | 4% | 11% | -15% | -17%
c1ccc2c(c1)OCC(c1csc3ncnc(N4CCOCC4)c13)O2 (configuration not stated) | 20% | -3% | 9% | 13% | -3% | 7% | 11% | -22%[57.5 µM]
COCCNC(=O)C(c1ccc(Cl)cc1)N(CCOC)C(=O)CCC(=O)Nc1ccccn1 (configuration not stated) | -4% | -3% | 8% | -9% | 0% | 0% | 3% | i
Nn1c(SCc2ccccc2)nnc1C1CCCCC1 | -1% | 5% | 4% | 0% | 6% | 5% | -4% | i
O=C(Nc1ccc2nc(-c3ccccn3)c(-c3ccccn3)nc2c1)N1CCOCC1 | 1% | -7% | -11% | 5% | 1% | 10% | 2% | i
COc1ccc(C)cc1NC(=O)c1ccc2c(SCC(=O)O)c3c(nc2c1)CCCC3 | -11%&26% | 42%&-14% | 17% | -6% | -3% | -19% | 7% | 0%&-23%
O=C(CCl)Nc1cc(S(=O)(=O)N2CCOCC2)ccc1N1CCOCC1 | 0%[9.22 µM] | -9% | 19% | 0% | 6% | -21% | 10% | -1%
CCN(C[C@H]1N[C@@](CC)(C(=O)OC)[C@H]2C(=O)N(C)C(=O)[C@@H]12)C(=O)Nc1ccc(OC)cc1 | 8% | -1% | 11% | 2% | 16% | 1% | -4% | -5%
Cc1c(NC(=O)c2cn3ccccc3n2)cccc1-n1cnnn1 | -17% | 14% | 8% | -9% | 2% | -9% | 4% | -5%
O=C(CCn1ccc2ccccc21)NC1CCCc2ccccc21 (configuration not stated) | 18µM* | -17% | 8% | 9% | -5% | -4% | 8% | -22%
O=C(COC(=O)c1ccc(Cl)nc1)Nc1ccc(S(=O)(=O)N2CCCC2)cc1 | -22%[9.22 µM] | 23% | 5% | 2% | 9% | -1% | -3% | i
Cc1ccc(NCCC(=O)c2ccc(Cl)cc2)cc1 | 6% | 1% | 3% | 0% | 4% | 0% | 3% | i
COc1ccc(CC(=O)NNc2ncnc3c2cnn3C)cc1OC | 11% | . | -1% | -2% | 6% | -1% | -1% | -13%
COC1=C(OC)C(=O)C(Sc2ccc3ccccc3c2)=CC1=O | ? | . | 6% | 14µM* | 4% | 2% | 19% | -27%
COc1ccccc1NC(=O)CSc1nccn1Cc1ccc(F)cc1 | ? | . | -2% | 1% | -3% | -1% | 5% | -9%
COc1ccccc1N(C)S(=O)(=O)c1ccc(C(=O)N(C)Cc2ccc(Cl)s2)cc1 | -2% | . | 10% | 16% | ? | -12% | -1% | -94%[inhibitor]
COc1ccc2c3n(nc2c1)CCN=C3c1ccc(Cl)cc1 | 24% | -33% | 9% | -2% | 8% | -8% | -11% | -22%
COc1ccc(/C=C2\CCCC3C2=NN(C(=O)c2scnc2C)C3c2ccc(OC)c(OC)c2)cc1OC (configuration not stated) | -14% | 19% | 0% | 1% | 5% | 6% | 7% | i
CC(C)(C)C(=O)/C(C#N)=C/c1ccc(O)cc1 | -6% | -21% | 0% | -1% | 6% | 0% | 7% | -8%
Cc1ccc(CNC(=O)Cn2cnc3c(OCc4ccccc4)ncnc32)o1 | 7% | -16% | 5% | -8% | -2% | -7% | 3% | -9%
CCC(C(=O)Nc1ccc(C(C)C)cc1)c1ccccc1 (configuration not stated) | 13% | -13% | -14% | 1% | ? | 0% | -16% | -1%
O=C(CCCn1c(=O)[nH]c2cc(Cl)ccc2c1=O)NCCCN1CCCC1 | -13% | 3% | 8% | -9% | 21% | 15% | 6% | i
CCN(CC)S(=O)(=O)c1cccc(C(=O)N[C@H](C(=O)NC2=NCCS2)C(C)C)c1 | 2% | 13% | 2% | 8% | -3% | 0% | -1% | i
CCn1c(=O)n(CC)c2cc(N3CCCC3)c(NC(=O)c3ccc(C)cc3)cc21 | 10% | ? | 4% | 6% | -8% | -19% | -2% | i
O=C(N=C1SC2CS(=O)(=O)CC2N1Cc1ccccc1)C1CCCCC1 (configuration not stated) | 7% | 17% | -4% | 1% | 2% | 22% | -4% | i
COC(=O)[C@@]1(C(C)C)N=C(c2cc(OC)c(OC)c(OC)c2)[C@]2(O1)C(=O)N(C)c1ccc(Cl)cc12 | 21% | ? | 1% | 2% | -16% | -21% | -11% | -18%
CCOc1ccccc1N1CCN(C(=O)CCNS(=O)(=O)c2ccccc2F)CC1 | 4% | 18% | 10% | 11% | 5% | 13% | -4% | i
O=C(COc1ccc(Br)cc1Cl)NC(=S)N1CCc2ccccc21 | -10%[0.397 µM] | 19% | 4% | 2% | 15% | -5% | -3% | -28%
C[C@@H]1CN([C@@H](C)CO)C(=O)c2cc(NC(=O)CCC(F)(F)F)ccc2O[C@H]1CN(C)Cc1ccc(Cl)c(Cl)c1 | 1% | -4% | -10% | 1% | -10% | -8% | -24% | -37%[inhibitor]
CC(C#N)(NC(=O)CN1CCN(S(=O)(=O)c2cc(C(F)(F)F)ccc2Cl)CC1)C1CC1 (configuration not stated) | -20% | 23% | 16% | -3% | -2% | -12% | -2% | -22%
COc1ccc(CCn2c(O)c(C=Nc3cccc(F)c3)c(=O)[nH]c2=O)cc1OC | -5%[1.82 µM] | 13% | -6% | 2% | -1% | -6% | 4% | -3%
COc1ccccc1NC(=O)c1ccc(NC(=O)c2nc3nccc(C)n3n2)cc1 | 14% | 26% | 5% | -1%[1.84 µM] | 8% | 17% | -14% | -17%
Cc1noc(/C=C/c2ccco2)c1S(=O)(=O)N1CCC(C(=O)NC(C)c2ccccc2)CC1 (configuration not stated) | 0% | 27% | 8% | -2% | 7% | 4% | -22% | 0%
CCc1nc2ccc(C(=O)NCCOc3ccc(OC)cc3)cn2c1N(CC)Cc1ccc(OC)c(OC)c1 | -11% | 10% | 17% | -19% | 12% | -17% | -16% | 12%
O=C(COC(=O)c1ccc(S(=O)(=O)N2CCOCC2)cc1)NC1CCCCCCC1 | 4% | 6% | -3% | 4% | -3% | 0% | 0% | i
CCOc1ccc(S(=O)(=O)NC2CCCCCC2)cc1 | 1% | -3% | -1% | 10% | -22% | -22% | -8% | -29%
O=C(Nc1ccc(Cc2ccc(NC(=O)C3CC3)c(O)c2)cc1O)C1CC1 | 4% | -5% | 6% | 2% | -4% | -6% | 6% | i
CCOC(=O)C(=O)Nc1ccccc1C(N)=O | 18% | -10% | 8% | 0% | 11% | 1% | 10% | i
CCOC(=O)COc1ccccc1/C=N/O | 0% | . | -3% | -3% | 3% | -11% | -11% | -16%
O=C(N[C@@H](Cc1ccccc1)C(=O)OCc1ccccc1)c1ccco1 | 9% | 12% | 12% | 6% | -25% | -18% | -7% | -2%
COC(=O)Cn1c(=NC(=O)c2nc3ccccc3s2)sc2cc(S(N)(=O)=O)ccc21 | 7% | -9% | -1% | -12% | 3% | -16% | -19% | -26%

Overlap with the part before: 2 entries, then new ones.
SMILES | TDP43 rescue | FUS yeast rescue | EPAC2 agonist | aSyn yeast inh | EPAC2 antag | EPAC1 antag | EPAC1 agonist | PTHR1 ag
O=C(N[C@@H](Cc1ccccc1)C(=O)OCc1ccccc1)c1ccco1 | 9% | 12% | 12% | 6% | -25% | -18% | -7% | -2%
COC(=O)Cn1c(=NC(=O)c2nc3ccccc3s2)sc2cc(S(N)(=O)=O)ccc21 | 7% | -9% | -1% | -12% | 3% | -16% | -19% | -26%
CC1CCCCC1NC(=O)CO/N=C/c1ccccc1OC(F)F (configuration not stated) | 26% | 20% | 10% | 8% | 3% | -14% | -11% | -16%
Cc1ccc(S(=O)(=O)NC(=O)c2cc(C)n(CC(c3ccccc3)N(C)C)c2C)cc1 (configuration not stated) | -4% | -7% | 0% | -5% | 5% | -12% | -2% | -4%
COc1ccc(NC(=O)c2cc(-c3cc(C)c(C)cc3O)n[nH]2)c(OC)c1 | -11% | 8% | -9% | 2% | 13% | -5% | -11% | -9%
COC[C@@H]1CCCN1c1ccc2c(c1)O[C@@H](COCc1ccccc1)CN([C@@H](C)c1ccccc1)S2(=O)=O | 0% | 41% | 16% | ? | 0% | -28% | -6% | -7%
COc1ccc(/C=C/C(=O)c2nc3ccccc3n2CC(=O)c2ccc(OC)cc2)cc1 | 5% | ? | 6% | -5% | 12% | 6% | -2% | i
CC(=O)c1ccc(OCC(=O)Nc2cccc(S(=O)(=O)N3CCCC3)c2)cc1 | -16% | 56% | -6% | -1% | 2% | -14% | 5% | -31%[inhibitor]
Cc1c(C)n(C(=O)CN2CCC(C)CC2)c2ccccc12 | 3% | 3% | 5% | 1% | -5% | -19% | 7% | -1%
CC(C)(C)C(=O)NC(=S)Nc1ccc(S(=O)(=O)Nc2nccs2)cc1 | -9% | 29% | 2% | -6% | 14% | -23% | -10% | -68%[inhibitor]

Source: PubChem (National Center for Advancing Translational Sciences (NCATS))
